MT1-MMP act inh = blocks activation of human MT1-MMP; P50281; HT1080 RFP-PRO-GFP cells, GFP/RFP ratio fluorescence, overnight; percent of plate control window, DMSO zero; GFP/RFP ratio change, % at 20 µM; actives 0.061% (n = 360,000); AID 651647;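 active = GFP/RFP ratio change of at least 30% with cell ATP level not reduced by more than half and red fluorescence within 50% of control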; note: strong numbers were not always called active
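system = RFP-PRO-GFP reporter HT1080 cells | dosing = 20 µM single dose, 1% DMSO | timing = overnight cell settling, then overnight compound exposure, 37 °C, 5% CO2 | read-out basis = GFP/RFP fluorescence ratio | controls = DMSO and RFP-L50D-GFP cell wells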
PABP1 MLLE inh = blocks PAM2 peptide binding to the PABP1 MLLE domain. inhibition, % at 20 µM. GST-MLLE / FITC-PAM2 fluorescence polarization. AID 588489. P11940. actives 0.36% (n = 360,000); in the data active = inhibition above about 35%, passing the limit was not always enough;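 note: plate controls were DMSO wells with GST-MLLE for no effect and wells lacking GST-MLLE protein for full effect; some results filed as inactive read as strong as hits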
bovine MsrA act = activators of bovine methionine sulfoxide reductase A | purified bovine MsrA, absorbance read-out | activation, % at 10.6 µM | actives 0.3% (n = 360,000); in the data active = activation above about 7.5%;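 note: 0% = vehicle and 100% = reference activator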
eLon inh = E. coli protease La inhibition; P0A9M0; actives 0.42% (n = 360,000); inhibition, % at 7.94 µM; purified E. coli Lon protease, fluorescence polarization; in the data active = inhibition above about 13%, passing the limit was not always enough;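 note: 0% = enzyme with probe and DMSO and 100% = no enzyme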
SKN-1 inh = C. elegans SKN-1 inhibition; inhibition, % at 21.8 µM; C. elegans VP596 Pgst-4::GFP/RFP ratio, acrylamide-induced, 24 h; actives 0.49% (n = 360,000); AID 624304;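 active = interference check ratio from 0.5 to 1.5 plus GFP to RFP signal ratio inhibition reaching or exceeding a fixed threshold, cut at about 30% in these data, passing the limit was not always enough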; note: some compounds called inactive have numbers as strong as hits
FAS-TE inh = inhibitors of human fatty acid synthase thioesterase domain. actives 0.67% (n = 360,000). inhibition, % at 15 µM. recombinant FAS-TE, OMFH fluorogenic substrate, fluorescence endpoint;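 active = compounds whose normalised, plate-corrected inhibition of enzyme fluorescence in the single-dose primary screen is 50% or more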;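 note: 0% = DMSO with enzyme and 100% = substrate without enzyme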
CendR NRP1 mod = alters CendR peptide binding to human NRP-1. O14786. FAM-RPARPAR peptide binding to NRP-1, fluorescence polarization. inhibition, % at 25 µM. actives 0.85% (n = 360,000). AID 602438;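 active = inhibition or corrected inhibition above about 18%, plus a signal ratio from 0.5 to 1.5, limit read from the data, passing the limit was not always enough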; note: strong numbers were not always called active
Target sequence (O14786 whole entry, looked up): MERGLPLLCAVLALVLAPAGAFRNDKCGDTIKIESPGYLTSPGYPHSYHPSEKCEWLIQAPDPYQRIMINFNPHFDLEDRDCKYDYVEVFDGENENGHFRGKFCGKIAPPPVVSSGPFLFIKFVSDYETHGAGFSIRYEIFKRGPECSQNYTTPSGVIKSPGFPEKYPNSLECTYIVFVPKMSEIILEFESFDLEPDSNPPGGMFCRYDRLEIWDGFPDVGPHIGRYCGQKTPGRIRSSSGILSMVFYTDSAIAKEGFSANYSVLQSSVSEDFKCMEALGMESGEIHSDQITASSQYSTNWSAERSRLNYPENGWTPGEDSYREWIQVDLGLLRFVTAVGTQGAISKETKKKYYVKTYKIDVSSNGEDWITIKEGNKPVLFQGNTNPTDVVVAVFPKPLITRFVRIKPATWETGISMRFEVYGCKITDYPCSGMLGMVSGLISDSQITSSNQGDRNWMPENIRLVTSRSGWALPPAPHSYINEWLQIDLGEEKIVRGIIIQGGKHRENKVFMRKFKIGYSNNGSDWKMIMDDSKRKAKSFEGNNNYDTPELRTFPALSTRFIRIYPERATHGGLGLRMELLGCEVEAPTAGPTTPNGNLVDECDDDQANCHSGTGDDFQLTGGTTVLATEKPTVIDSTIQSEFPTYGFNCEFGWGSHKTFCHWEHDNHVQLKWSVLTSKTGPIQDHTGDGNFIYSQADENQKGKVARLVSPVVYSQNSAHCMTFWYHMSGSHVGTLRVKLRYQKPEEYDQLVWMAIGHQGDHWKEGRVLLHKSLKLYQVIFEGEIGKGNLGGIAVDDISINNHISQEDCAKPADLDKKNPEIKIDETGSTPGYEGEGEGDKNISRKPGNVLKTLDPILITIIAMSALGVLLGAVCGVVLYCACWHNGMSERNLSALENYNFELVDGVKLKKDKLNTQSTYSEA
Rin1 Abl inh = blocks binding of human Rin1 to Abl | P00519+Q13671 | TR-FRET Rin1/Abl binding, biochemical | inhibition, % at 7.35 µM | actives 0.4% (n = 360,000) | AID 588664; in the data active = inhibition above about 5%, passing the limit was not always enough
Neddyl block = inhibitors of human cullin neddylation | TR-FRET cullin neddylation, biochemical | actives 0.58% (n = 360,000) | AID 651699 | calls only at 25 µM | P61081+Q13564; in the data active = inhibition above about 36%
The depositor's hits bear a star; i = inactive; x = no result given. Rows were taken by chance; overall some 4% were active at least once.

SMILES	MT1-MMP act inh	PABP1 MLLE inh	bovine MsrA act	eLon inh	SKN-1 inh	FAS-TE inh	CendR NRP1 mod	Rin1 Abl inh	Neddyl block
Cc1ccsc1/C=N/NC(=O)c1nnn(-c2nonc2N)c1CN(C)c1ccccc1	0.8	-1.9	-2.2	9.6	1.0	17.9	-2.1	-0.7	i
Cc1ccc(N=C2C(=S)N(c3ccc(C)cc3)C(=N)N2/N=C/c2ccc(Cl)cc2)cc1	5.0	15.3	-0.1	-4.5	12.7	-40.7	-2.1	1.3	i
N#CC1(NC(=O)CSc2nnc(Cc3ccccc3)o2)CCCCC1	x	-110.0	-12.6	2.5	-1.7	0.5	-8.0	2.6	i
CN1CCN(S(=O)(=O)c2ccc(NC(=S)NC(=O)c3ccc(Cl)cc3)cc2)CC1	-1.2	28.6	-2.9	-1.1	-19.5	10.7	0.3	0.5	i
CCN(CC)C(=O)c1cccc(-c2csc(C(NC(C)=O)c3cccc(OC)c3)n2)c1 (configuration not stated)	3.0	5.3	0.3	-15.3	-8.5	0.2	22.5*	-1.0	i
COc1ccc(CN(CCC#N)CCC2(c3ccccc3)CC(C)N(C)CC2C)cc1OC (configuration not stated)	0.6	-5.3	-4.8	9.7	11.3	-4.1	1.3	1.6	i
COCCn1cnnc1SCC(=O)Nc1cccc(S(=O)(=O)N2CCCCCC2)c1	5.6	-22.1	-1.9	2.6	15.2	-10.3	-1.6	-0.6	i
COc1ccc([C@H]2N[C@]3(CCCN(Cc4ccc(Br)cc4)C3=O)[C@H]3C(=O)N(Cc4ccccc4)C(=O)[C@@H]23)cc1	4.6	0.8	-6.0	2.0	9.8	34.8	-3.6	-1.4	i
CC1CCC2(CC1)NC(=O)N(NC(=O)CSc1nnc(NC3CC3)s1)C2=O (configuration not stated)	1.6	-3.0	-2.7	-1.0	-6.3	-5.6	6.6	1.1	i
O=C(/C=C/c1ccco1)c1cccnc1	-1.3	2.2	-3.6	-5.2	2.6	-2.5	-6.8	3.5	i
NC(c1csc(NC(=O)c2cccc(OC(F)(F)F)c2)n1)c1ccccc1Cl (configuration not stated)	-1.8	-9.3	-1.0	-6.2	4.3	-14.3	-16.1	0.8	i
S=C1SCN(Cc2ccccc2)CN1Cc1ccccc1	4.2	14.1	-1.9	-5.5	-10.5	18.0	1.1	0.8	i
Nc1ccc(N2C(=O)c3ccccc3C2=O)c(Cl)c1	2.4	1.7	-3.3	0.6	8.4	-0.6	-0.8	-2.3	i
COc1c(C)cc(C(=O)C2CCCN(S(=O)(=O)c3c(C)noc3C)C2)cc1C (configuration not stated)	-2.9	12.2	-1.8	-1.3	14.9	20.1	6.1	2.8	i
COc1ccc(N(CC(=O)Nc2ccccc2C(=O)O)S(=O)(=O)c2ccc(C)c([N+](=O)[O-])c2)cc1	0.2	-10.8	-0.8	6.6	5.1	7.7	-13.7	-2.7	i
O=C(NCCCN1CCN(c2ccc(F)cc2)CC1)Nc1ccc([N+](=O)[O-])cc1	-3.0	5.3	-2.2	9.5	4.1	12.8	-3.1	-2.5	i
O=C(Nc1cccnc1)c1cc(Cl)ccc1Cl	-1.7	8.9	-3.8	3.0	7.1	-9.8	3.9	1.6	i
O=c1[nH]c(SCc2ccccc2Cl)nc2c1cnn2-c1ccccc1	3.7	-11.2	-0.4	7.3	6.1	0.6	-20.2	-0.5	i
O=C(OCC(=O)N1CCCc2ccccc21)c1cc(S(=O)(=O)N2CCOCC2)ccc1Cl	-1.4	-18.2	-0.7	0.0	-12.9	12.3	-2.4	2.9	i
COC(=O)NNC(=O)C1CCC(C)CC1 (configuration not stated)	0.2	4.3	-4.0	-0.1	-10.7	-8.9	-15.0	0.1	i

Some of these compounds in order of SMILES length, high to low.
SMILES	MT1-MMP act inh	PABP1 MLLE inh	bovine MsrA act	eLon inh	SKN-1 inh	FAS-TE inh	CendR NRP1 mod	Rin1 Abl inh	Neddyl block
COc1ccc([C@H]2N[C@]3(CCCN(Cc4ccc(Br)cc4)C3=O)[C@H]3C(=O)N(Cc4ccccc4)C(=O)[C@@H]23)cc1	4.6	0.8	-6.0	2.0	9.8	34.8	-3.6	-1.4	i
O=C(OCC(=O)N1CCCc2ccccc21)c1cc(S(=O)(=O)N2CCOCC2)ccc1Cl	-1.4	-18.2	-0.7	0.0	-12.9	12.3	-2.4	2.9	i
COc1c(C)cc(C(=O)C2CCCN(S(=O)(=O)c3c(C)noc3C)C2)cc1C (configuration not stated)	-2.9	12.2	-1.8	-1.3	14.9	20.1	6.1	2.8	i
NC(c1csc(NC(=O)c2cccc(OC(F)(F)F)c2)n1)c1ccccc1Cl (configuration not stated)	-1.8	-9.3	-1.0	-6.2	4.3	-14.3	-16.1	0.8	i
COCCn1cnnc1SCC(=O)Nc1cccc(S(=O)(=O)N2CCCCCC2)c1	5.6	-22.1	-1.9	2.6	15.2	-10.3	-1.6	-0.6	i
O=c1[nH]c(SCc2ccccc2Cl)nc2c1cnn2-c1ccccc1	3.7	-11.2	-0.4	7.3	6.1	0.6	-20.2	-0.5	i

The list goes on:
SMILES	MT1-MMP act inh	PABP1 MLLE inh	bovine MsrA act	eLon inh	SKN-1 inh	FAS-TE inh	CendR NRP1 mod	Rin1 Abl inh	Neddyl block
O=C(CN1C(=O)C2CCCCC2C1=O)Nc1ccccc1N1CCCC1 (configuration not stated)	1.5	6.5	-6.6	-3.2	4.4	-0.2	-1.0	2.8	i
O=C(O)CSc1nnc(-c2ccccc2)c(-c2ccccc2)n1	-1.0	-19.3	-2.0	-6.5	1.7	4.7	13.0	-0.8	i
O=C(Nc1ccccc1)/C(=C\c1ccc(F)cc1)NC(=O)c1ccco1	-2.8	-4.2	-2.9	0.7	3.5	2.1	9.4	0.8	i
Cc1ccc(NC(=O)Nc2cccc3ccccc23)cc1	1.1	-8.0	-7.3	10.7	1.4	-0.6	-2.7	-5.0	i
O=C(COC(=O)c1cccc(Br)c1)NCC1CCCO1 (configuration not stated)	2.8	15.5	-2.4	-0.7	-9.1	-9.1	-3.9	0.5	i
C=CCn1cccc(C(=O)Nc2ccc(C)c(C)c2)c1=O	3.4	-3.0	-5.3	5.0	15.0	2.6	-7.8	0.1	i
CC(C)COC(=O)Cc1c(O)c2ccccc2[nH]c1=O	-4.0	-2.0	-4.0	-9.9	8.9	-3.9	-4.0	-2.1	i
COc1ccccc1N1CCN(CC(=O)Nc2sccc2C#N)CC1	-0.9	-19.6	-1.5	-13.6	-6.6	-10.1	-16.5	-2.3	i
CC(=O)N1CCOc2ccc(S(=O)(=O)NCCc3ccc(C)cc3)cc21	3.0	-2.8	1.4	-13.4	-3.9	-4.3	-7.6	-2.8	i
Cc1csc(Nc2ccccc2)[n+]1-c1ccccc1	-5.6	29.3	-4.2	-7.7	7.4	4.6	-0.5	3.2	i
O=C(c1ccc(COc2ccccc2Cl)o1)N1CCN(c2ccccc2)CC1	0.4	-9.1	-1.7	-8.2	5.6	28.1	-10.5	-0.9	i
Cc1ccc(CNC(=O)CCNS(=O)(=O)c2cccs2)cc1	1.5	5.3	-2.8	0.9	4.3	-7.0	1.6	-0.3	i
COc1ccc(OC(C)C(=O)NCC2CCCO2)cc1 (configuration not stated)	2.1	11.3	-2.4	-15.3	2.2	-5.5	-0.7	-4.3	i
NC(=O)c1ccc(NC(=O)CN2CCN(S(=O)(=O)c3ccc4c(c3)OCCO4)CC2)cc1	-0.8	-2.9	-6.2	-10.9	-8.1	-3.5	-9.1	-0.1	i
O=C(CCCN1C(=O)/C(=C/c2ccccc2Cl)SC1=S)Nc1cccnc1	0.6	13.7	-0.9	-3.3	1.2	44.5	6.2	1.0	i
O=C(NCC(c1cccs1)N1CCOCC1)c1cc2ccccc2o1 (configuration not stated)	0.4	-3.6	-2.1	-12.8	-6.4	-2.2	-6.9	-1.6	i
COc1ccc(Cc2nn[nH]n2)cc1	6.2	6.2	-1.0	-6.2	4.8	-5.9	11.2	0.1	i
CCS(=O)(=O)c1ccc(OC)c(N=Nc2ccc(O)c3ncccc23)c1	-9.3	-11.1	-4.1	-9.6	7.2	-4.4	3.6	3.2	i
Cc1cccc(CS(=O)(=O)Cc2ccc(C(=O)NCCCN3CCOCC3)o2)c1	0.0	-16.9	-3.0	-6.4	0.3	-7.6	-14.5	-0.5	i
COc1ccc(NC(=S)N2CCN(c3ccccc3)CC2)c(OC)c1	4.5	-108.9	-0.7	-2.8	-9.2	-4.6	0.8	1.8	i
CCOC(=O)N1CCN(C(=O)C2CCN(C(=O)c3ccc(C(C)(C)C)cc3)CC2)CC1	6.5	5.8	-2.5	7.2	1.2	-6.0	-0.3	1.4	i
Cc1ccc([N+](=O)[O-])cc1S(=O)(=O)Nc1cccc(-c2ccc(N3CCCC3)nn2)c1	3.1	-5.0	0.0	-5.5	12.6	44.4	5.0	-1.7	i
O=S(=O)(Cc1c(F)cccc1Cl)c1ncn[nH]1	-3.9	-2.5	-10.4	-1.7	-6.0	-1.8	-1.7	1.2	i
COc1ccc(OCCCn2ccnc2)cc1	0.5	-44.0	-1.6	15.1	-4.7	-3.0	10.1	0.2	i
Cc1cc(C(=O)N2CCN(c3ncccn3)CC2)nn1C	-2.7	9.6	-1.5	-1.3	2.5	-3.9	-5.5	-0.7	i
CCOC(=O)Nc1ccc(N2CCOCC2)c(S(=O)(=O)Nc2ccc(Cl)cc2)c1	1.4	-6.7	-1.3	-9.9	23.2	16.2	-13.3	3.0	i
O=C(NNS(=O)(=O)c1ccc([N+](=O)[O-])cc1)c1cnn(-c2ccccc2)c1-n1cccc1	-3.9	-10.0	-3.1	3.6	7.2	65.4*	1.8	0.5	i
COc1cccc(C(=O)Nc2cnc(NC(=O)c3ccco3)cc2C)c1	3.6	17.3	-2.7	-7.0	22.8	-4.2	3.9	0.4	i
Cc1ccccc1-n1c(-c2ccco2)n[nH]c1=S	4.7	30.4	0.9	-4.4	8.8	-13.6	-2.8	-3.3	x
Cc1c(NS(=O)(=O)c2cc(C(=O)NCc3ccco3)cc(Cl)c2Cl)c(=O)n(-c2ccccc2)n1C	2.2	-11.8	0.9	10.3	2.0	18.5	3.8	-4.6	i
CC(=O)c1ccccc1NC(=O)COC(=O)/C=C/c1cccs1	1.2	-3.7	-4.2	0.2	11.6	11.7	-4.0	-1.2	i
CCC(CC)C(=O)Nc1cc(C)cc(C)c1	-5.7	4.4	-5.7	-16.1	-17.2	-10.4	6.6	3.9	i
O=C1NC(c2cn(-c3ccccc3)nc2-c2cccs2)C(C(=O)c2cccnc2)C(O)(C(F)(F)F)N1 (configuration not stated)	-4.8	-1.6	-6.6	-7.5	-25.0	-2.8	-14.7	-0.5	i
COC(=O)[C@@]12CCCCN1[C@H](c1ccc(SC3CCCCC3)cc1)[C@@H]1C(=O)N(C)C(=O)[C@@H]12	-4.9	0.1	1.7	-3.2	0.4	28.6	3.4	0.5	i
Cc1cc(Cl)ccc1OCC(=O)OCC(=O)NCCNC(=O)COC(=O)COc1ccc(Cl)cc1C	-1.4	-8.0	-7.0	9.7	-15.9	1.1	15.4	2.8	i
Nc1ccc(O)cc1C(=O)OCC(=O)C12CC3CC(CC(C3)C1)C2	5.1	-23.0	-10.3	4.0	44.7*	14.1	-9.3	2.2	x
CC(=O)Nc1ccc(NC(=O)CSc2nnc(NC(=O)c3ccc(Br)o3)s2)cc1	-0.3	10.0	-9.4	5.0	5.0	-2.1	-34.8	3.8	i
O=C1NC[C@@H](c2ccccc2)OC(=O)[C@@H](Cc2ccc(F)cc2)C/C=C\C[C@@H]1CC(=O)N(CCO)Cc1ccccc1	4.9	3.0	0.6	-11.0	12.1	12.1	-10.5	2.1	i
CCCc1cc2c(=O)c(-c3nc4ccccc4s3)c(COCC(=O)O)oc2cc1O	-12.3	-34.8	-6.1	-29.1	9.6	-2.9	-67.4	0.8	i
Cc1cc(NC(=O)c2ccccc2F)on1	4.1	-8.0	-10.2	2.2	-17.4	-5.0	-8.3	2.7	i

High-throughput results: PubChem, several laboratories
